Pf growth 96h = Primary qHTS for delayed death inhibitors of the malarial parasite plastid, 96 hour incubation. Potency, µM (top dose mostly 28.7 µM), without a hit: at the top dose activity change, negative = inhibition, hits mostly inhibitors. 6.9% of 320,000 active. P. falciparum luciferase reporter growth, 96 h. AID 504834, 2011; further: potency means the concentration at half of the fitted maximal effect; on the % scale 0 is the no-effect control and ±100 the full control effect
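Delayed-death screen, second-generation endpoint: infected erythrocytes, 2% hematocrit, 0.05% parasitemia final; 96 hours at 37 C, 5% CO2; luciferase detection reagent; luminescence decrease equals reduced growth.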
HCV inh = qHTS Assay for Inhibitors of Hepatitis C Virus (HCV); Huh7.5.1 HCVcc-Cre infection, luciferase reporter, 44 h; Potency, µM (top dose mostly 41.8 µM), without a hit: at the top dose activity change, negative = inhibition, hits mostly inhibitors; 3.4% of 340,000 active; further: potency means the concentration at half of the fitted maximal effect; on the % scale 0 is the no-effect control and ±100 the full control effect
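Cells (1,000/well) were plated 4 h before compound, then infected with HCVcc-Cre virus (~0.5 moi). After 44 h further culture, infection was read as luciferase luminescence following a 15 min substrate incubation at room temperature.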
Shiga inhibitor = A qHTS for Small Molecule Inhibitors of Shiga Toxin. Vero cells, Shiga toxin protein synthesis inhibition reporter. inhibition, % at 38.7 µM. AID 2315, 2010. 9.2% of 290,000 active; in the data active means inhibition mostly above about 28%, no sharp cut-off; inactive means mostly below about 43%; further: 0% is about no effect
Pf growth 48h = Primary qHTS for delayed death inhibitors of the malarial parasite plastid, 48 hour incubation. Potency, µM (series often up to 28.7 µM), inactives show at the top dose activity change, negative = inhibition, usual class: inhibitors. P. falciparum luciferase growth in erythrocytes, 48 h. 5.9% of 310,000 active; further: potency means the concentration at half of the fitted maximal effect; on the % scale 0 is the no-effect control and ±100 the full control effect
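Here the parasites carry a stable luciferase gene and grow inside erythrocytes in Albumax-based RPMI medium with compound for one erythrocytic cycle. Activity is scored as loss of luminescent signal.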
Tb PYK inh = qHTS of Trypanosoma Brucei Inhibitors; 0.12% of 410,000 active; pyruvate kinase (Trypanosoma brucei), Q57TT1; TbPYK enzyme, Kinase-Glo Plus ATP luminescence, 45 min; AID 624173, 2012; Potency, µM (series often up to 76.8 µM), for inactives: at the highest dose activity, negative = inhibition, hits mostly inhibitors; further: potency means the concentration at half of the fitted maximal effect; on the % scale 0 is the no-effect control and ±100 the full control effect; nearly all actives have a fitted effect of over 50% in size
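In this concentration-response screen, enzyme-free wells defined baseline while DMSO plates tracked drift. Each reaction combined TbPYK, substrate, compound and 130 uM ADP for 45 min at room temperature. Kinase-Glo Plus luminescence gave the signal.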
LmPK inh = qHTS Assay for Inhibitors of Leishmania Mexicana Pyruvate Kinase (LmPK). purified LmPK, Kinase-Glo ATP luminescence, 1 h. Potency, µM (top dose mostly 57.5 µM), for the others: top-dose activity change, negative = inhibition, most hits filed as inhibitors. 0.37% of 290,000 active. AID 1721, 2009; further: potency means the concentration at half of the fitted maximal effect; on the % scale 0 is the no-effect control and ±100 the full control effect
Target sequence (Q27686 whole entry, looked up): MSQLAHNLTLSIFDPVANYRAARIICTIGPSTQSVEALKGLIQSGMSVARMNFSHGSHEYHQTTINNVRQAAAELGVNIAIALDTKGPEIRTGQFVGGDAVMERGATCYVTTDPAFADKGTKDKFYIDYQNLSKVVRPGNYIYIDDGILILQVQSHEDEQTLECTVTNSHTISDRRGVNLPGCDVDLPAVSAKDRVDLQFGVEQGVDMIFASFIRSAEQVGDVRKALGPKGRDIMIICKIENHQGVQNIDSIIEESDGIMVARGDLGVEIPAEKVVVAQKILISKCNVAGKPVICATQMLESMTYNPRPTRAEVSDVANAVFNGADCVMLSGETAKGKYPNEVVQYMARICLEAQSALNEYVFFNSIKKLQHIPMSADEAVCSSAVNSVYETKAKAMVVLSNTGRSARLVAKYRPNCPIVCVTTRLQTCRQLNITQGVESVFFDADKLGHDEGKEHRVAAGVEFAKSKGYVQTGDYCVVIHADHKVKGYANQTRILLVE
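qHTS format; LmPK 0.1 nM; substrates PEP 0.5 mM and ADP 0.1 mM. One-hour room-temperature incubation, then coupled luciferase luminescence; 0.5 nM enzyme wells mark activation.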
CHX counter = Cycloheximide Counterscreen for Small Molecule Inhibitors of Shiga Toxin; cell reporter, cycloheximide protein synthesis inhibition counterscreen; max response, %; 12% of 300,000 active; in the data active means max response mostly above about 13%, no sharp cut-off; inactive means mostly below about 14%; further: read at 38.3 µM for the half of the compounds with a filed dose; 0% is about no effect
Numbers without * were called inactive; i = inactive; ? = inconclusive; . = no result given; & = joins results of further samples; [ ] = remark or other dose. Unless noted, the call rests on the fitted dose curve; in most records, active means well fitted curve in the direction sought with a large enough effect; inconclusive means small, poorly fitted or top-dose-only effect, or another doubt; inactive means no such curve, though single readings can be large; an effect the other way counts as inactive or inconclusive.

SMILES	Pf growth 96h	HCV inh	Shiga inhibitor	Pf growth 48h	Tb PYK inh	LmPK inh	CHX counter
COC(=O)c1sc(N)c(C(=O)OC)c1COC(=O)c1c(C)noc1C	?	?	-26	?	0%	0%	-2
Cc1occc1-c1nnc(SCC(=O)Nc2nc(C(C)(C)C)cs2)o1	.	?	50*	44%[activator]	6%	-1%	27*
CCc1nnc(NC(=O)c2cccc(S(=O)(=O)N3CC(c4ccccc4)CC3=O)c2)s1 (configuration not stated)	?	11%	-14	.	-10%	21%	-8
CC(C)COC(=O)n1c(SCC(N)=O)nc2ccccc21	?	-5%	-10	51%[activator]	0%	1%	-3
CN(C)C(CNC(=O)CCOc1ccccc1)c1ccco1 (configuration not stated)	5%	0%	29	-6%	-2%	-1%	8
CCOc1ccc(N(C(C)=O)C2C=CS(=O)(=O)C2)cc1 (configuration not stated)	?	1%	-9	-5%	1%	0%	-2
Cc1cc(C#N)c(SCC(N)=O)nc1-c1ccc(F)cc1	-11%	?	15	-11%	?	2%	7
CCOc1ccccc1N(CC(=O)Nc1cc(OC)ccc1OC)S(=O)(=O)c1ccccc1	48%[activator]	?	15	?	2%	3%	1
COc1ccc(-c2c(C)nn3c(N4CCC(C(=O)N5CCCCC5)CC4)cc(C)nc23)cc1OC	10%	5%	-6	?	0%	3%	-3
Cc1ccccc1CSCCNC(=O)c1ccccc1	0%	19%	12	12µM*	0%	1%	12
COc1cccc(NC(=O)CCCn2c(=O)[nH]c3ccccc3c2=O)c1	?	-12%	0	?	0%	0%	2
CSc1nc(N)nc(SCC(=O)Nc2cccc(F)c2)c1C#N	-6%	?	77*	?	-21%	3%	28
Cc1ccc(C)c(NC(=O)CSc2nnc(-c3n[nH]c4ccccc34)o2)c1	-4%	6%	-2	-25%	-9%	1%	-1
OCCC1CN(Cc2ccc(-c3ccco3)cc2)CCN1Cc1ccsc1 (configuration not stated)	29%	-6%	4	?	-8%	7%	1
CN(C)S(=O)(=O)c1ccc2c(c1)c(=O)c(C(=O)NCCCN1CCCCCC1)cn2C	?	1%&4%	-8	-8%	-4%	-6%	-3
O=C(Nc1ccncc1)c1ccc2c(c1)OCCO2	-7%	?	66*	46%[activator]	-1%	-10%	31*
O=C(Nc1ccon1)c1csc2c1CCCC2	.	?	30	4%	-1%	-10%	2
Cn1c2ccc(F)cc2c2nnc(NN)nc21	?	2%	-15	?	-3%	1%	0
CC1CN(C2CCCCC2)c2nc3c(c(=O)[nH]c(=O)n3C)n2C1 (configuration not stated)	113%[activator]	?	-4	-22%	-2%	-2%	-2
CC(C)(CC(=O)O)CC(=O)N1CCN(c2cc(C(F)(F)F)nc3ccccc23)CC1	-21%	2%	-5	-20%	0%	3%	-2
O=C(CCN1C(=O)NC2(CCCC2)C1=O)Nc1ccc(-c2nc3ccccc3s2)cc1	-15%	?	.	74%[activator]	2%	.	.
Cc1ccc(OCCNC(=O)c2ccccc2F)cc1	-5%	14%	40*	-5%	5%	1%	21*
COc1ccc(C2SCC(=O)N2c2ccc(C)cc2)cc1 (configuration not stated)	?	14%	10	?	2%	0%	-2
Cc1ccc(/C=N/NC(=O)CSc2nnc(-c3ccc(Cl)cc3)n2-c2ccc(Cl)cc2)o1	?	?	-8	-15%	-14%	0%	-1
O=C(CCN1C(=O)/C(=C/c2ccccc2Cl)SC1=S)N1CCOCC1	?	5.6µM*	1	13µM*	-5%	8%	11
Going on with the list:
SMILES	Pf growth 96h	HCV inh	Shiga inhibitor	Pf growth 48h	Tb PYK inh	LmPK inh	CHX counter
O=C(Nc1ccc2oc(-c3ccncc3)nc2c1)c1ccccc1F	?	-8%	63*	15%	2%	1%	13
COc1ccc(S(=O)(=O)NCC2CCCN(C(=O)CN3CCCCC3)C2)cc1 (configuration not stated)	-27%	4%	-7	17%	2%	9%	1
CCCOc1ccc(C(=O)Nc2ccc(S(=O)(=O)N3CCN(C)CC3)cc2)cc1	?	-17%	.	?	0%	-3%	-1
c1ccc(-c2ccnc3ncnn23)nc1	22%	-4%	-9	11%	6%	0%	-3
Cc1ccc(OC(C)C(=O)Nc2ccc(S(=O)(=O)Nc3cc(C)on3)cc2)cc1 (configuration not stated)	8%	22%	-9	.	-2%	1%	-3
CCCC1=C(C(=O)OCC)C(c2ccc(NC(C)=O)cc2)NC(=O)N1 (configuration not stated)	167%[activator]	?	4	-2%	2%	-5%	2
CCOC(=O)CNC(=O)CNC(=O)c1ccc(OCC(C)C)cc1	26%	9%	-13	15%	1%	-6%	2
CC(=O)c1ccc(N2CCN(CC(=O)Nc3ccccc3C(=O)NC3CC3)CC2)c(F)c1	?	-6%	.	?	3%	.	.
CN(C)S(=O)(=O)c1ccc(Nc2ccc(-c3ccc4c(c3)OCCO4)nn2)cc1	5.9µM*	-16%	25	?	-6%	-1%	-2
COc1ccc(S(=O)(=O)N2CCOCC2)cc1OC	4%	0%	-14	7%	1%	0%	-6
COc1cc2c(cc1OC)CN(C(=O)/C=C/c1ccccc1[N+](=O)[O-])CC2	?	?	5	?	0%	8%	-3
COC(=O)c1cn(-c2ccccc2)c(=O)c2ccccc12	10%	-18%	-5	-22%	-1%	1%	20
c1ccc2oc(-c3csc(NCC4CCCO4)n3)cc2c1 (configuration not stated)	i	25µM*	74*	419%[activator]	-9%	-3%	30*
COc1ccc(C(=O)CN2CCN(c3ccc(F)cc3)CC2)cc1OC	-8%	-10%	-7	-4%	-17%	0%	-1
CN1CCC(=NNC(=O)C(=O)Nc2ccccc2F)CC1	-5%	25%	13	13%	-4%	3%	-2
Cc1cccc(NC(=O)Cn2nnc(-c3ccc(CN4CCCC4)cc3)n2)c1C	.	2%	-13	?	1%	-2%	-6
COc1ccc(/C(O)=C2/C(=O)C(=O)N(c3ncccn3)C2c2ccc(OC)cc2)cc1 (configuration not stated)	-3%	10%	-7	-13%	1%	-2%	-5
CN1C(=O)C(C)(C)c2cc(S(=O)(=O)N3CCCC(C(=O)NCc4ccc(Cl)cc4)C3)ccc21 (configuration not stated)	?	?	1	?	2%	-2%	-1
Cc1nc2sccn2c(=O)c1S(=O)(=O)Nc1ccc(N2CCN(S(C)(=O)=O)CC2)cc1	?	-12%	-16	-21%	-6%&-3%	-1%	-9
NC(=O)c1ccc(NC(=O)CN2CCN(Cc3ccccc3)CC2)cc1	31%[activator]	12%	-4	16%	0%	3%	-2
COc1ccc(-c2nnc3sc(C4CCCCC4)nn23)cc1OC	.	?	-42	-3%	-9%	-7%	0
Cc1cc(=O)oc2cc(OC(=O)c3nn(C(C)C)c(=O)c4ccccc34)ccc12	?	12%	-2	-1%	-4%	-6%	-1
COCCn1c(SCC(=O)OC(C)C)nnc1-c1ccccc1	?	5%	-20	23%	1%	-1%	-3
O=C(NCCc1nc2ccccc2[nH]1)c1ccc(F)cc1	.	?	1	11%	0%	-2%	11
O=C(O)CCC(=O)c1ccc2ccc3cccc4ccc1c2c34	10%	.	-6	41%	.	0%	-7
(further entries)
SMILES	Pf growth 96h	HCV inh	Shiga inhibitor	Pf growth 48h	Tb PYK inh	LmPK inh	CHX counter
CCC(C)NC(=S)N1CCN(C(c2ccccc2)c2ccccc2)CC1 (configuration not stated)	.	-14%	-5	?	-3%	3%	-4
O=C(Cn1c(C(=O)NCC2CCCO2)cc2sccc21)c1ccccc1 (configuration not stated)	?	-2%	-1	-11%	0%	-14%	-4
CC(C)N1CCN(Cc2ccncc2)CC1CCO (configuration not stated)	16%	9%	9	24%	-1%	6%	1
COCCCNC(=S)NNC(=S)NCCCOC	53%[activator]	12%	11	?	-9%	-2%	1
O=C(CSc1ccc(-c2ccccc2)nn1)NC1CCCCC1	49%	-15%	-3	15%	-20%	-2%	0
COc1cc2c(-c3cc(F)cc(F)c3)c(-c3ccsc3)oc(=O)c2cc1OC	3%	18%	.	6%	-5%	.	.
CCc1ccc(N(C(=O)c2snc(C(N)=O)c2N)C(C(=O)NCC2CCCO2)c2ccco2)cc1 (configuration not stated)	11%	-10%	-2	?	-7%	1%	-5
O=C(CC1C(=O)N(c2ccccc2)C(=S)N1c1ccccc1)c1ccccc1 (configuration not stated)	-47%	?	3	-14%	-2%	5%	-3

Structures listed so far containing a thiophene ring, fused or not (five):
SMILES	Pf growth 96h	HCV inh	Shiga inhibitor	Pf growth 48h	Tb PYK inh	LmPK inh	CHX counter
COC(=O)c1sc(N)c(C(=O)OC)c1COC(=O)c1c(C)noc1C	?	?	-26	?	0%	0%	-2
OCCC1CN(Cc2ccc(-c3ccco3)cc2)CCN1Cc1ccsc1 (configuration not stated)	29%	-6%	4	?	-8%	7%	1
O=C(Nc1ccon1)c1csc2c1CCCC2	.	?	30	4%	-1%	-10%	2
O=C(Cn1c(C(=O)NCC2CCCO2)cc2sccc21)c1ccccc1 (configuration not stated)	?	-2%	-1	-11%	0%	-14%	-4
COc1cc2c(-c3cc(F)cc(F)c3)c(-c3ccsc3)oc(=O)c2cc1OC	3%	18%	.	6%	-5%	.	.

Some of the entries above, reformatted:
CC(C)N1CCN(Cc2ccncc2)CC1CCO (configuration not stated)
  Pf growth 96h = 16% | HCV inh = 9% | Shiga inhibitor = 9 | Pf growth 48h = 24% | Tb PYK inh = -1% | LmPK inh = 6% | CHX counter = 1
O=C(CC1C(=O)N(c2ccccc2)C(=S)N1c1ccccc1)c1ccccc1 (configuration not stated)
  Pf growth 96h = -47% | HCV inh = ? | Shiga inhibitor = 3 | Pf growth 48h = -14% | Tb PYK inh = -2% | LmPK inh = 5% | CHX counter = -3
O=C(CSc1ccc(-c2ccccc2)nn1)NC1CCCCC1
  Pf growth 96h = 49% | HCV inh = -15% | Shiga inhibitor = -3 | Pf growth 48h = 15% | Tb PYK inh = -20% | LmPK inh = -2% | CHX counter = 0

Single entries from the entries so far:
CCC(C)NC(=S)N1CCN(C(c2ccccc2)c2ccccc2)CC1 (configuration not stated) | Shiga inhibitor: -5
COCCCNC(=S)NNC(=S)NCCCOC | Shiga inhibitor: 11
Cn1c2ccc(F)cc2c2nnc(NN)nc21 | CHX counter: 0
OCCC1CN(Cc2ccc(-c3ccco3)cc2)CCN1Cc1ccsc1 (configuration not stated) | Shiga inhibitor: 4
NC(=O)c1ccc(NC(=O)CN2CCN(Cc3ccccc3)CC2)cc1 | Pf growth 48h: 16%
Cc1cc(C#N)c(SCC(N)=O)nc1-c1ccc(F)cc1 | Pf growth 96h: -11%
CN1C(=O)C(C)(C)c2cc(S(=O)(=O)N3CCCC(C(=O)NCc4ccc(Cl)cc4)C3)ccc21 (configuration not stated) | Tb PYK inh: 2%

Screens from PubChem.
